# Dynein cargo inh: blocks dynein driven cargo transport along microtubules | 3617.4 mouse cells, GR-EGFP nuclear translocation imaging; test concentration mostly 20 µM; stimulated with dexamethasone, 1 µM; stronger effect = lower value | AID 1381 | actives 0.47% (n = 220,000) | z-score, hits read low;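 active = plate z-score of nuclear minus cytoplasmic receptor signal below a set negative limit, without overly bright fluorescence or cell loss, cut at about -3.5 in these data, passing the limit was not always enough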;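 note: z-score of nuclear minus cytoplasmic ring GR-EGFP intensity difference per well; some compounds called inactive have numbers as strong as hits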
#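 medium = tetracycline-free induction medium containing charcoal-stripped FBS | probe or stimulus = dexamethasone, 1.0 µM final | timing = 48 h induction, then 1 h compound, then 30 min agonist, 37 °C | detection = automated 10x imaging of fixed Hoechst-stained cells | read-out basis = nuclear versus cytoplasmic GR-EGFP signal, averaged per well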
# MT stabilize HCS: microtubule stabilizers in HeLa cells; HeLa tubulin immunostaining HCS, 24 h; share of cells brighter than vehicle mean+2SD; % tubulin-high responders, % at 10 µM; actives 0.83% (n = 200,000); AID 2205;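 active = plate Z-score above 3 for both tubulin-high and condensed-nucleus cell shares, with cell loss under 80%, at 10 µM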;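 note: anti alpha tubulin signal scored within the nucleus-defined area of each cell; some results filed as inactive read as strong as hits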
# Autophagy HCS: alters autophagy in cells; actives 0.98% (n = 190,000); MEF GFP-LC3 puncta imaging; test concentration mostly 10 µM; calls only at 10 µM (by protocol); AID 463193;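 active = percentage of spot-positive cells more than 3 SD above its plate mean, without a fluorescence outlier flag or 80% toxicity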;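 note: spot-positive cell cutoff set from DMSO-treated cells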
# Hep lipid drop: hepatic lipid droplet formation modulation; AML12 mouse hepatocytes, oleate lipid droplets, BODIPY imaging; inhibition, % at 6.5 µM; actives 0.4% (n = 240,000);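 active = lipid droplet intensity inhibited by at least 50%, with more than 500 cells counted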
#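 Material: mouse AML12 hepatocyte cell line, fixed after treatment; Timing: compound with oleate, overnight; Technique: high-content imaging of BODIPY-stained droplets and DAPI nuclei; Probe or stimulus: oleate, 100 µM final; Dosing: compound at 6.5 µM only.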
# CSM14.1 death rescue: rescue of cells from ER stress-induced death, primary screen, 384-well, CSM14.1, thapsigargin, ATP luminescence (AID 1222); CSM14.1 thapsigargin-induced death rescue, ATP luminescence; higher % means a stronger effect; cellular ATP content (survival), % at 20 µM, or EC50 in µM where a hit was titrated; 190,000 tested, under 10 active;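 active = EC50 below 50 µM in the dose-response confirmation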;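 note: death triggered by thapsigargin at about 15 µM added after 2 h compound pretreatment; cell ATP read after overnight thapsigargin exposure of roughly 18 to 22 hours; normalized against plate controls of thapsigargin alone and 5% DMSO vehicle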
# Yfh1-off respiration: enhancers of respiration in Yfh1-depleted yeast, dose response, Friedreich's ataxia, plus single-dose screen (AID 1465); actives 0.074% (n = 220,000); S. cerevisiae Yfh1-off respiration, WST-1 reduction, 72 h; higher fold induction means a stronger effect; fold induction at 50 µM, or EC50 in µM where a hit was titrated;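 active = fold induction of absorbance versus untreated yeast above a set limit, then at least 30% activation at any dose in follow-up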;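 note: activators that raise dye reduction in frataxin-depleted yeast; strong numbers were not always called active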
# Insulin prom up: MIN6 insulin promoter up-regulation | actives 0.3% (n = 190,000) | z-score at 5 µM | MIN6 insulin promoter-GFP reporter, high-content imaging; stronger effect = higher value;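 active = z-score above 3 at 5 µM with at least 500 cells counted in the well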
# Dynein cargo inh cytoplasmic EGFP: further read-out of Dynein cargo inh, marked with its call; z-score; measured here: cytoplasmic GR-EGFP intensity; stronger effect = higher value
# Dynein cargo inh nuclear GR-EGFP: second read-out of Dynein cargo inh, no call of its own (marks repeat the call); z-score; measured here: nuclear GR-EGFP intensity;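 lower value marks the stronger effect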
# Dynein cargo inh cell count: also measured in Dynein cargo inh; calls as there; z-score; measured here: cell count per field
# Insulin prom up cell count: second read-out of Insulin prom up, no call of its own (marks repeat the call); cell count; measured here: cytotoxicity, nuclei count;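 total cells summed across four imaged fields per well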
# Hep lipid drop cells 6.5 µM: second read-out of Hep lipid drop, no call of its own (marks repeat the call); cell count; measured here: cell count, cytotoxicity flag;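 cells counted across two imaged fields per well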
# MT stabilize HCS Hoechst-high %: also measured in MT stabilize HCS; calls as there; % Hoechst-high responders; measured here: nuclear condensation Hoechst responders;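 share of cells brighter than vehicle mean plus two SD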
# MT stabilize HCS cytotoxicity %: further read-out of MT stabilize HCS, marked with its call; toxicity, %; measured here: cytotoxicity by cell density;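 0% = mean cell density of plate MIN control wells and 100% = no cells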
# Autophagy HCS cell loss 18 h: second read-out of Autophagy HCS, no call of its own (marks repeat the call); toxicity, %; measured here: cell loss, nuclei count;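 cell loss after 18 h compound exposure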
# Numbers without * were called inactive; i = inactive; . = not tested or not shown.
SMILES,Dynein cargo inh,Dynein cargo inh cytoplasmic EGFP,Dynein cargo inh nuclear GR-EGFP,Dynein cargo inh cell count,MT stabilize HCS,Autophagy HCS,Hep lipid drop,Hep lipid drop cells 6.5 µM,CSM14.1 death rescue,Yfh1-off respiration,Insulin prom up,Insulin prom up cell count,others
COC(=O)c1ccc(C2C(C(=O)OC(C)C)=C(C)N=C3SCCC(=O)N32)cc1 (stereo not given),.,.,.,.,.,.,.,.,1.6%,.,-0.08,1062,
Cc1cc(C)nc(-n2nc(C)cc2NC(=O)c2cc(=O)c3ccccc3o2)n1,.,.,.,.,.,.,3,747,-1.9%,.,.,.,
COC(=O)c1cc2c(=O)n3cccc(C)c3nc2n(Cc2cccnc2)c1=N,.,.,.,.,.,.,3,737,-0.4%,.,.,.,
Cc1cc(NC(=O)c2cccc([N+](=O)[O-])c2)no1,-0.17,-0.26,0.45,0.55,.,.,28,717,.,.,.,.,
CCOC(=O)CSc1nc(C)c(Oc2ccc(Cl)cc2Cl)c(=O)[nH]1,0.058,-0.25,0.56,0.76,.,.,-4,624,.,.,.,.,
CCc1ccc[n+](-c2[nH]c(=O)sc2/C=N/N=C(\N)[O-])c1,1.7,-0.27,1.4,-0.65,.,.,22,785,.,.,.,.,
Cc1ccccc1NC(=O)Cc1nnc(NC(=O)Nc2ccccc2F)s1,-0.17,-0.093,0.48,0.51,.,.,-8,641,.,.,.,.,
COc1cccc(-n2c(SCC(=O)N3CCCC3)nc3c([nH]c4ccccc43)c2=O)c1,-0.15,-0.15,0.036,-0.6,11,.,.,.,.,.,.,.,MT stabilize HCS Hoechst-high %=1.8;MT stabilize HCS cytotoxicity %=5.3
COc1cccc2[nH]c3c(=O)n(CCN(C)C)cnc3c12,.,.,.,.,.,.,.,.,-0.1%,i,0.56,1172,
O=C1c2ccccc2C(=O)N1Cc1nc(-c2ccccc2)no1,.,.,.,.,.,.,.,.,-0.5%,i,-0.6,1159,
Cn1nc(CC(=O)Nc2cccnc2N2CCOCC2)c2ccccc2c1=O,.,.,.,.,.,.,.,.,-0.7%,i,0.65,1113,
O=c1c2ccccc2nnn1CSc1nc2ccccc2c(=O)n1Cc1ccco1,.,.,.,.,.,.,.,.,-1.0%,i,-0.83,1112,
C/C(Cl)=C/Cn1c(SCC(C)C)nc2c1c(=O)[nH]c(=O)n2C,.,.,.,.,.,.,.,.,-0.7%,i,-0.58,1034,
O=C(O)CSC12CC3CC(C1)CC(C(=O)O)(C3)C2,.,.,.,.,.,.,.,.,0.2%,i,-0.18,877,
CCCCc1nc2ccccc2c(=O)n1NC(=O)c1c(O)c2cccc3c2n(c1=O)CC3,.,.,.,.,.,.,.,.,2.4%,i,-0.41,1333,
O=P(O)(CCCP(=O)(O)CCc1ccccc1)CCc1ccccc1,.,.,.,.,.,.,.,.,-1.0%,i,0.4,1142,
CC(C)N(C(=O)Cn1c(SCC(=O)N2CCN(c3ccccc3)CC2)nc2ccccc21)C(C)C,.,.,.,.,.,.,.,.,-2.2%,i,0.4,1358,
Cc1ccnc(SCCn2c(Br)nc3c2c(=O)[nH]c(=O)n3C)n1,.,.,.,.,.,.,.,.,-0.6%,i,0.45,1248,
COc1cc(C)nc(N2CCCC(C(=O)NC3CCC(C)CC3)C2)n1 (stereo not given),.,.,.,.,.,.,.,.,1.3%,i,-1.2,1101,
O=C(Nc1cccc(-c2nnc(-c3ccccc3)o2)c1)c1ccco1,.,.,.,.,.,.,.,.,-1.4%,i,-0.06,1319,
c1ccc(-n2ncc3c(N4CCN(c5ccccn5)CC4)nc(N4CCCCC4)nc32)cc1,.,.,.,.,.,.,-4,750,-1.9%,.,0.65,1223,
COc1ccc(N2CCCn3c2nc2c3c(=O)n(Cc3ccc(F)cc3)c(=O)n2C)c(OC)c1,.,.,.,.,.,.,3,831,-1.0%,.,0.15,1134,
C=CCn1cnc2c(c1=O)c1nc3ccccc3nc1n2Cc1ccccc1,.,.,.,.,.,.,0,715,-2.3%,.,1,832,
Cc1ccc(-n2c3c(cc(C(=O)Nc4cccc(C)n4)c2=O)C(=O)CCC3)cc1,.,.,.,.,.,.,1,763,-4.2%,.,0.34,1331,
C=CCn1cnc2c(c1=O)c1nc3ccccc3nc1n2/N=C/c1cccc(OC)c1,.,.,.,.,.,.,32,694,-3.3%,.,-1.6,868,
CCn1cc(C(=O)NCc2ccc(OC)cc2OC)c(=O)c2ccc(C)nc21,.,.,.,.,.,.,5,798,-1.7%,.,-0.16,924,
O=C(CSc1nnc(-c2ccc(Cl)cc2)o1)N1CCN(c2ccccc2)CC1,.,.,.,.,.,.,21,780,-2.4%,.,0.1,1232,
CC(=O)Nc1cccc2c1[n+]([O-])c(C)c(C)[n+]2[O-],.,.,.,.,.,.,-1,710,-2.7%,.,1.8,759,
Cc1ccc2c(C)nc(NC3=NCN(Cc4ccccc4)CN3)nc2c1,.,.,.,.,.,.,7,785,-3.6%,.,0.08,1251,
CCOc1ccc(NC(=O)Nc2ccc(Cc3ccncc3)cc2)cc1,-0.095,-0.23,0.49,-0.068,.,.,1,662,.,.,0.34,1117,
Cc1cc(=O)nc2c3ccccc3n(C(C)C(=O)Nc3cc(F)ccc3F)n12 (stereo not given),-0.021,-0.21,0.53,0.43,.,.,-14,608,.,.,-1.2,988,
CCN(CC)c1ccc(CNc2nc3ccccc3n2C)cc1,-1.5,-0.22,-0.19,0.021,.,.,-8,677,.,.,-0.54,1046,
Cc1ccc(C)c(CSC2=NN3CCCC(=O)N=C3S2)c1,-0.99,-0.18,0.066,0.22,.,.,-1,720,.,.,-0.58,1138,
Cc1cc(C)cc(Nc2ncnc3nc[nH]c23)c1,-0.21,0.17,0.51,0.16,.,.,-1,666,.,.,-1.3,1007,
COCCCn1c(=O)/c(=C\c2cccc(OC)c2OC)s/c1=C(/C#N)C(=O)Nc1ccc(C(=O)O)cc1,-0.78,-0.16,0.17,0.29,.,.,2,695,.,.,-0.35,943,
Cc1ccn2cc(CCNC(=O)C3CC=CCC3C(=O)O)nc2c1 (stereo not given),-0.45,-0.24,0.32,0.13,.,.,-1,708,.,.,0.29,958,
Cc1ccccc1NC(=O)C(C)n1c2ccccc2c2nc(=O)cc(C)n21 (stereo not given),-0.17,-0.17,0.46,-0.54,.,.,-18,686,.,.,-0.62,1131,
Cc1ccn2cc(CCNS(=O)(=O)c3ccc([N+](=O)[O-])cc3)nc2c1,0.33,-0.24,0.69,-0.13,.,.,0,697,.,.,-1.2,943,
Cc1ccc[n+](-c2nc([O-])sc2/C=N/Nc2ccc([N+](=O)[O-])cc2)c1,-0.67,-0.23,0.21,0.41,.,.,26,643,.,.,-0.18,1032,
O=C(O)CC1(CC(=O)Nc2cc(C(F)(F)F)cc(C(F)(F)F)c2)CCCCC1,1.6,-0.19,1.3,-0.8,.,.,5,707,.,.,-0.07,1049,
O=C(NC(Cc1c[nH]c2ccccc12)C(=O)O)/C(=C/c1ccc(F)cc1)NC(=O)c1ccccc1 (stereo not given),0.31,-0.19,0.69,-0.27,.,.,-1,702,.,.,-0.45,1024,
CCn1c(C)cc(O)cc1=O,0.52,-0.052,0.81,-0.71,.,.,-23,714,.,.,-0.21,1220,
O=C(O)C(C(=O)O)=C1C2CC3CC(C2)CC1C3,0.038,-0.26,0.55,0.25,.,.,-9,681,.,.,-0.05,993,
Cc1ccc(NC(c2ccccc2)c2nc3ccccc3[nH]c2=O)cc1 (stereo not given),-0.61,-0.094,0.27,0.27,.,.,10,690,.,.,-0.37,1202,
Cc1ccccc1/C=N/Nc1ncnc2nc[nH]c12,0.25,-0.26,0.65,0.26,.,.,22,724,.,.,-1.4,940,
Fc1ccccc1N1CCN(c2ncnc3nc[nH]c23)CC1,0.71,-0.24,0.88,0.048,.,.,-2,656,.,.,-0.28,998,
CC(C)n1c(NCc2ccc(Cl)cc2)nc2ccccc21,0.23,-0.29,0.64,0.11,.,.,-1,688,.,.,-0.47,984,
COc1ccc(Br)cc1/C=c1\sc2nc(-c3ccco3)nn2c1=O,.,.,.,.,.,.,-13,632,.,i,0.09,1247,
COc1ccc(-n2nc(C(=O)N3CCC(C#N)CC3)c3c4ccccc4n(C)c3c2=O)cc1,-0.51,-0.17,0.017,-0.25,4.1,.,.,.,.,i,.,.,MT stabilize HCS Hoechst-high %=2.7;MT stabilize HCS cytotoxicity %=5.5
CCCN1C2=C(C(=O)CCC2)C(c2ccc(F)cc2)C2=C1c1ccccc1C2=O (stereo not given),-0.054,-0.025,0.34,-1.6,2.0,i,.,.,.,.,.,.,MT stabilize HCS Hoechst-high %=1.0;MT stabilize HCS cytotoxicity %=4.4;Autophagy HCS cell loss 18 h=-19

# (listing goes on)
SMILES,Dynein cargo inh,Dynein cargo inh cytoplasmic EGFP,Dynein cargo inh nuclear GR-EGFP,Dynein cargo inh cell count,MT stabilize HCS,Autophagy HCS,Hep lipid drop,Hep lipid drop cells 6.5 µM,CSM14.1 death rescue,Yfh1-off respiration,Insulin prom up,Insulin prom up cell count,others
Cc1ccc(/C(O)=C2\C(=O)C(=O)N(CCCN(C)C)C2c2ccccn2)cc1 (stereo not given),0.34,-0.17,0.48,0.59,1.9,i,.,.,.,.,.,.,MT stabilize HCS Hoechst-high %=2.3;MT stabilize HCS cytotoxicity %=9.7;Autophagy HCS cell loss 18 h=-1
CCOC(=O)c1cc2c(=O)n3cccc(C)c3nc2n(CCOC)c1=NC(=O)c1ccncc1,-0.62,-0.21,-0.05,0.18,3.1,i,.,.,.,.,.,.,MT stabilize HCS Hoechst-high %=1.6;MT stabilize HCS cytotoxicity %=7.9;Autophagy HCS cell loss 18 h=-3
CCOc1ccc2nc(NC3=NCN(CC4CCCO4)CN3)nc(C)c2c1 (stereo not given),0.13,0.093,0.01,0.22,1.8,i,.,.,.,.,.,.,MT stabilize HCS Hoechst-high %=1.0;MT stabilize HCS cytotoxicity %=1.4;Autophagy HCS cell loss 18 h=-1
Cc1ccc(S(=O)(=O)c2cc3c(=O)n4ccccc4nc3n(CC3CCCO3)c2=N)cc1 (stereo not given),-0.74,-0.27,-0.34,0.71,1.4,i,.,.,.,.,.,.,MT stabilize HCS Hoechst-high %=1.6;MT stabilize HCS cytotoxicity %=22;Autophagy HCS cell loss 18 h=-2

# Assay outcomes deposited in PubChem by several laboratories.

# Some of the compounds tested; count on the stated rates, not on these rows.
